# Screening results as filed in PubChem BioAssay.
# FN deposition inh = inhibitors of fibronectin matrix deposition, primary screen, AH1F cells, Alexa488-fibronectin fluorescence, plate reader; AH1F fibroblasts, overnight; inhibition, % at 12.6 µM; 0.086% of 350,000 active;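 active = mean inhibition across replicates of 30% or more, regardless of how many single replicates reach that level; inconclusive = mean under 30% yet at least half of replicates reach 30%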;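 note: positive control wells lacked labelled fibronectin entirely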
#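 material = AH1F fibroblast monolayer depositing Alexa488-labelled fibronectin into matrix | amount = 10000 AH1F cells/well | buffer or medium = DMEM plus 2% serum, read in PBS | incubation = 1 h cell adhesion before compound, then overnight fibronectin incubation | detection = fluorescence at 485 nm excitation, 525 nm emission | evaluation = percent inhibition as loss of matrix-bound fibronectin fluorescence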
# EWS-Fli block = EWS/Fli-driven NR0B1 reporter inhibitors, primary screen, A673 cells, NR0B1 luciferase, luminescence, MLPCN library. viability-normalised. inhibition, % at 12.6 µM. 0.67% of 350,000 active;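 active = mean inhibition of at least 50% after viability correction, with every replicate also passing that limit; inconclusive = mean reaches 50% but only one of two replicates passes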;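 note: firefly luciferase signal divided by Alamar Blue viability fluorescence both relative to DMSO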
# PAX8 inh HTS = inhibitors of PAX8-driven TPO luciferase reporter, primary screen, RMG-I cells, single concentration | SteadyGlo, 24 h | inhibition, % at 12.6 µM | 1.2% of 360,000 active;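 active = mean replicate inhibition at least 60% with every replicate also reaching 60%; inconclusive = only one of the two criteria is met; inactive = mean below 60% and not all replicates reaching 60%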;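 note: luciferase light reporting Pax8 driven TPO promoter activity; plate controls were median of neutral control wells for no effect and mitoxantrone controls for full effect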
# CFTR F508del cor = F508del CFTR correction, initial screen, CFBE line, single point; 0.36% of 350,000 active; CFBE cells, YFP halide quenching; stimulated with forskolin plus potentiator P3; % fluorescence drop versus neutral controls; AID 720511, 2013; activity (quench increase), % at 7.58 µM;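 active = mean added fluorescence quench of at least 8% versus neutral control, with both replicates also reaching 8%; inconclusive = only one of the mean or replicate conditions met; inactive = mean below 8% and not both replicates reaching 8%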;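 note: cells transiently co-express mutant CFTR-F508del with the halide-sensitive YFP; corrector assay measuring rescue of mutant channel to the surface after 24 h compound exposure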
# miR122 inh = miR-122 Renilla sensor signal increase in Huh7, primary screen, miR-122 inhibitor project, cell-based, single point, plate reader; Huh7 miR-122 Renilla luciferase sensor, 48 h; neutral wells = 0, positive control = 100; activation (reporter increase), % at 12.5 µM; 0.3% of 340,000 active; AID 602342, 2012;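 active = mean replicate activation score at least 90 and every replicate individually at or above 90; inconclusive = only one of the two criteria met; inactive = neither criterion met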;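 note: higher luciferase means less miR-122 activity so hits act as miR-122 inhibitors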
# DENV2 CPE = inhibitors of DENV2 cytopathic effect, primary screen, cell-based, plate reader, single concentration | 1.7% of 350,000 active | DENV2-infected cells, cytopathic effect rescue | CPE inhibition, % at 9.99 µM; in the data active = CPE inhibition above about 20%, passing the limit was not always enough; inconclusive = no clear call, values can overlap the other calls; tested in BHK-21 cells;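 note: 0% = median of neutral control wells and 100% = median of positive control wells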
# INS-1E GSIS act = GLuc luminescence reporter in INS-1E cells, primary screen for activators of glucose-dependent secretion of insulin. 0.61% of 370,000 active. activation, % at 16.6 µM. INS-1E GLuc reporter insulin secretion, 2-3 h;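 active = lowest replicate activation of at least 40%, so every replicate reaches that level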;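 note: 0% = median of neutral control wells and 100% = median of IBMX positive control wells; some compounds called inactive have numbers as strong as hits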
# Numbers without * were called inactive; ? = inconclusive; / = no result given; [ ] = remark or other dose. No enrichment for hits (roughly 3.9% active in at least one column).
SMILES,FN deposition inh,EWS-Fli block,PAX8 inh HTS,CFTR F508del cor,miR122 inh,DENV2 CPE,INS-1E GSIS act
CCOC(=O)C1(Cc2cccc(F)c2)CCN(Cc2cnn(CC)c2)CC1,3,4,43,-0.5,/,-3,-2
Cc1noc(C)c1NC(=O)Nc1ccc2c(c1)C(=O)N([C@@H](C)CO)C[C@H](C)[C@H](CN(C)S(=O)(=O)c1cn(C)cn1)O2,/,2,/,1.6,-4[16.7 µM],-6,22
CC(C)CN(C(=O)CSc1nncn1-c1ccccc1)c1c(N)n(CC(C)C)c(=O)[nH]c1=O,-6,-5,-28,1.2,-7,3,7
O=C(C[C@H]1CC[C@@H]2[C@H](COC[C@@H](O)CN2C(=O)c2cccnc2)O1)NCc1ccc(-c2ccccc2)cc1,8,0,-14,-4.5,-2[16.7 µM],23*,9
CCCOC1CCCN(C(=O)c2ccc(OC3CCN(C(=O)CCOC)CC3)cc2)C1 (stereo not drawn),-2,/,-10,2.9,-1,-7,-6
COc1ccc(NC(=O)CSc2nnc3ccc(-c4ccccn4)nn23)cc1,/,-5,-5,-0.1,-6,?,38
COCc1cc(=O)[nH]c(/N=C(\N)Nc2ccc(C)cc2C)n1,5,7,10,-2.9,/,5,2
CC(=O)Nc1ccc2c(CN3C(=O)NC(C)(c4ccc(C)cc4)C3=O)cc(=O)oc2c1 (stereo not drawn),-20,6,9,-2.1,/,2,13
NC(=O)CC(NC(=O)Cc1ccc(Br)cc1)c1ccc(NCCOc2ccccc2)c([N+](=O)[O-])c1 (stereo not drawn),6,6,32,0.9,/,-5,-6
C[C@@H]1CN([C@H](C)CO)C(=O)c2cc(NC(=O)Cc3cn(C)c4ccccc34)ccc2O[C@@H]1CN(C)S(=O)(=O)c1ccc(Cl)cc1,/,6,-2,-1.1,101*[16.7 µM],16,1
C[C@@H]1CN([C@@H](C)CO)C(=O)c2cc(-c3ccccc3)cnc2O[C@H]1CN(C)C(=O)Cc1ccccc1,/,7,/,0.4,-5[16.7 µM],12,-5
CCOC(=O)N1CCC(NC(=O)c2cc3c(-c4ccc(Cl)cc4)nn(C)c3s2)CC1,-6,15,37,0.2,4,-5,-3
CCNC(=O)COC(=O)c1cc(C)nc2ccccc12,/,2,-2,0.9,/,-6,16
O=C(COc1ccc(CO)cc1Cl)Nc1ccc(F)cc1,2,/,-243,/,-2,/,/
O=C(CCn1c(=O)oc2ccccc21)Nc1cccc(Br)c1,3,/,11,0.9,4,-7,-15
O=C(O)CCN1C(=O)C2C3c4ccccc4C(c4ccccc43)[C@@H]2C1=O (stereo partly drawn),0,5,-5,1.9,4,11,/
CCc1ccc(C(=O)NCC2(c3ccccc3)CCOCC2)o1,/,-70,-114,-2.6,-1,-6,12
CC1(C)C(CO)=CC(=O)C2=C1SCC(=O)N2,1,3,-15,1.0,-3,/,37
CCS(=O)(=O)N1CC(=O)N2[C@H](CO)[C@@H](c3ccc(-c4ccccc4F)cc3)[C@H]2C1,6,11,81*,6.0,/,-4,-2
O=C(Cc1cnc2ncnn2c1)N1CCc2c([nH]c3ccccc23)C1c1ccccn1 (stereo not drawn),7,7,19,0.3,8,-3,-4
Cc1cc(OCc2nnc(SCC(=O)O)n2-c2ccccc2)ccc1Cl,1,-2,-44,-0.1,-5,-1,11
COc1ccc(C#Cc2ccc([C@H]3[C@@H](CO)N4C(=O)CN(C(=O)C5CCOCC5)C[C@@H]34)cc2)cc1,/,7,-28,-1.8,/,6,2
O=S(=O)(NCc1ccccn1)c1cc(Cl)ccc1Cl,-9,8,-1,-6.3,-2,-12,5
C[C@@H]1CCCCO[C@@H](CN(C)S(=O)(=O)c2ccccc2)[C@H](C)CN([C@H](C)CO)C(=O)c2cc(NC(=O)Nc3ccc(C(F)(F)F)cc3)ccc2O1,-1,12,89*,5.6,-6[16.7 µM],/,19
CCCN1C[C@H](C)[C@H](OC)CN(C)C(=O)c2ccc(NS(C)(=O)=O)cc2OC[C@@H]1C,1,4,-14,/,1[16.7 µM],-7,7
C/C(=N\NC(=O)c1ccccc1NC(=O)c1ccc(Cl)cc1)c1ccncc1,-3,39,-21,4.0,/,2,10
CN1c2ccc(Br)cc2[C@@H]2[C@@H](CCN2C(=O)C2CC2)[C@@H]1CO,10,-10,-14,0.3,-2[16.7 µM],14,5
C[C@@H]1CCCCO[C@H](CN(C)Cc2ccc(C(=O)O)cc2)[C@H](C)CN([C@H](C)CO)C(=O)c2cc(NC(=O)Nc3ccc(C(F)(F)F)cc3)ccc2O1,/,-5,-4,-0.9,8[16.7 µM],-16,0
COc1cc(/C=C2\N=C(c3ccccc3)OC2=O)ccc1OC(C)=O,-3,-3,13,3.1,-1,4,-4
COC(=O)C(CC#Cc1ccc2c(c1)[C@]1(C(=O)N2)[C@H](C(=O)NC[C@H](O)c2ccccc2)[C@H]2C(=O)O[C@H](c3ccccc3)[C@H](c3ccccc3)N2[C@@H]1c1ccccc1OCCO)C(=O)OC,/,71*,101*,-0.8,/,13,/

# Part of the list above in another layout:
canonical_smiles | FN deposition inh | EWS-Fli block | PAX8 inh HTS | CFTR F508del cor | miR122 inh | DENV2 CPE | INS-1E GSIS act
CCNC(=O)COC(=O)c1cc(C)nc2ccccc12 | / | 2 | -2 | 0.9 | / | -6 | 16
O=C(COc1ccc(CO)cc1Cl)Nc1ccc(F)cc1 | 2 | / | -243 | / | -2 | / | /
O=C(CCn1c(=O)oc2ccccc21)Nc1cccc(Br)c1 | 3 | / | 11 | 0.9 | 4 | -7 | -15

# Additional records.
SMILES,FN deposition inh,EWS-Fli block,PAX8 inh HTS,CFTR F508del cor,miR122 inh,DENV2 CPE,INS-1E GSIS act
Cc1ccc(CN2CCN(CC(=O)N/N=C/c3ccccc3F)CC2)cc1,-5,-58,1,0.8,/,6,-1
CC1([N+](=O)[O-])COC2(CCCCC2)OC1,-1,-1,8,-3.4,-3,11,7
Brc1ccc(-c2nnc(-c3ccc4c(c3)OCO4)o2)o1,3,/,/,/,1,/,-1
Cn1c(SCC(=O)Nc2sccc2C#N)nnc1C1CC1,-9,-4,5,-3.0,6,2,10
COCCN(C(=O)CNC(=O)c1cccs1)C(C(=O)NC(C)(C)C)c1ccccc1 (stereo not drawn),-1,-2,-5,-3.4,/,0,6
COCc1cc(CN2CCN(CCCc3ccccc3)C(CCO)C2)ccc1OC (stereo not drawn),1,2,2,2.2,3,0,-6
COc1ccc(CN(C)C(=O)c2ccccc2Sc2ccccc2C#N)c(OC)c1,-1,/,11,0.2,/,-2,-12
O=C(Nc1ccc(F)cc1)c1cccc(C(=O)Nc2ccc(F)cc2)c1,-1,7,12,1.4,14,-2,5
COc1cc(Oc2nc(C(F)(F)F)nc3ccccc23)ccc1C=O,4,-7,11,-3.0,/,-2,20
Cc1cccc(N2C(=O)SC(SC(=Nc3ccccc3)Nc3ccccc3)C2=O)c1 (stereo not drawn),1,/,-15,/,/,/,-8
CCOC(=O)C1CCC/C1=N\NC(=O)CN(c1cc(OC)ccc1OC)S(=O)(=O)c1ccccc1 (stereo not drawn),2,14,16,-3.4,6,-3,2
CC(C)(C)N1C(=O)c2ccc(C(=O)Nc3cc(C(=O)O)cc(C(=O)O)c3)cc2C1=O,3,-3,-3,-0.5,0,?,-5
N#Cc1ccc(Oc2cccnc2)cc1C#N,-8,/,/,/,-4,/,3
O=C(C1CC1)N1C[C@H]2[C@@H](c3ccccc31)[C@H](CO)N2C(=O)c1cccc(F)c1,/,8,1,0.2,-8[16.7 µM],/,-1
C=CCC[C@H](Cc1ccc(F)cc1)C(=O)OC[C@H](Cc1c[nH]c2ccccc12)NC(=O)[C@@H](CC=C)CC(=O)N[C@H](CO)Cc1ccccc1,-3,11,20,0.3,/,5,/
O=C(C[C@H]1C=C[C@H](NC(=O)c2ccccc2)[C@@H](CO)O1)NCc1ccc(Oc2ccccc2)cc1,0,-2,16,-3.0,-8[16.7 µM],1,30
CC(C)(C)C(=O)NNC(=O)C1CC1(c1ccccc1)c1ccccc1 (stereo not drawn),2,21,5,-3.6,13,1,-9
Cc1ccc2c(c1)-n1c(nc3cc(F)ccc3c1=O)C(Cc1ccc(O)cc1)NC2=O (stereo not drawn),2,-3,-19,-0.4,/,-1,4
CO[C@H]1CC[C@H]2CCN(C)C(=O)C[C@@H](c3ccccc3)CN(C)C(=O)c3cccc(C#N)c3OC[C@H]1O2,-1,9,9,/,/,-5,11
O=[N+]([O-])C1=CC=C2C(=NC3(CCCCC3)N2O)C1=NC1CCCCC1,/,-4,/,1.8,1,-1,7
C[C@@H]1CN([C@@H](C)CO)C(=O)c2cccc(NC(=O)c3ccncc3)c2O[C@@H]1CN(C)C(=O)NC1CCCCC1,/,0,6,0.9,-3[16.7 µM],-1,-3
CC1(C(=O)Nc2ccc3c(c2)OCO3)CCN1C(=O)CCc1ccc(Cl)cc1Cl (stereo not drawn),-16,-14,-22,-0.3,13,-2,-31
COc1cc(OC)c(NC(=O)c2cc3ccccc3cc2O)cc1Cl,-7,-5,17,0.4,15,-4,/
CCOC(=O)c1ccc(N=Cc2cnc(N)nc2N)cc1,-2,5,-29,0.0,/,4,/
CCCCn1c(N)c(N(CC(C)C)C(=O)c2oc3ccc(OCC)cc3c2C)c(=O)[nH]c1=O,-12,1,18,0.6,/,15,-17
CC1CCCCC1NC(=O)c1cn(C)c2ccc(S(=O)(=O)N3CCOCC3)cc2c1=O (stereo not drawn),-3,/,10,-0.4,4,-1,-4
O=[N+]([O-])c1ccc2c(c1)CNc1ccccc1O2,-11,4,9,-0.2,/,5,-6
Cc1c(C(=O)N2CCC(C(N)=O)CC2)sc(N)c1C#N,/,-2,/,0.3,-3,2,-4
O=C(CN1C(=O)c2cccnc2Oc2ccc(Cl)cc21)NC1CCCCC1,-7,5,-7,0.0,3,-4,-3
Cc1nn(C(C)C(=O)NCCCN2CCCCC2C)c(=O)c2c1sc1ccccc12 (stereo not drawn),-11,-6,16,2.5,1,-3,39
C[C@@H]1CN([C@H](C)CO)C(=O)Cc2cc(NC(=O)Nc3cccc4ccccc34)ccc2O[C@H]1CN(C)S(C)(=O)=O,/,/,17,-1.1,-2[16.7 µM],-3,4
CCC(C)Sc1cc(C)c(C#N)c2nc3ccccc3n12 (stereo not drawn),-1,/,-30,/,-7,/,14
C/C=C/c1cnc2c(c1)C(=O)N([C@H](C)CO)C[C@H](C)[C@H](CN(C)S(=O)(=O)c1ccc(OC)cc1)O2,/,7,/,-0.7,-4[16.7 µM],-1,-1
COc1ccc(CCNC(=O)CNC(=O)c2ccccc2Br)cc1OC,3,-2,-1,-1.6,-2,?,23
COC(=O)[C@@H]1C[C@@]2(O)[C@H](O)[C@H](O)[C@H](O)C[C@H]2N1Cc1ccc(C(F)(F)F)cc1,-2,-9,-2,-2.4,0,-7,-6
COc1cccc(S(=O)(=O)N(C)C[C@H]2Oc3ncc(-c4cccc(C(=O)N(C)C)c4)cc3C(=O)N([C@@H](C)CO)C[C@H]2C)c1,-3,0,/,-0.2,10[16.7 µM],3,8
CCc1ccc(S(=O)(=O)Nc2cccc(-c3ccc4nncn4n3)c2)s1,-18,17,24,2.2,/,0,9
Cc1cc(C)c2sc(NNC(=O)C3COc4ccccc4O3)nc2c1 (stereo not drawn),0,10,22,0.0,-4,3,/
COc1ccccc1CC1(C)C(=O)Nc2ccc(OC(F)(F)F)cc21 (stereo not drawn),-6,3,/,-4.7,2,1,/
